Assay outcomes: PubChem, National Center for Advancing Translational Sciences (NCATS)
EPAC2 agonist = EPAC2 (human) agonism; Q8WZA2; EPAC2 activation, biochemical qHTS; response scale: 100% = 6.5 mM cAMP response; Potency, µM (highest dose often 154 µM), for inactives: top-dose activation, hits mostly activators; 0.079% of 360,000 active; AID 720711; further: potency means the concentration at half of the fitted maximal effect; nearly all actives have a fitted effect of over 50% in size
Target sequence (Q8WZA2 whole entry, looked up): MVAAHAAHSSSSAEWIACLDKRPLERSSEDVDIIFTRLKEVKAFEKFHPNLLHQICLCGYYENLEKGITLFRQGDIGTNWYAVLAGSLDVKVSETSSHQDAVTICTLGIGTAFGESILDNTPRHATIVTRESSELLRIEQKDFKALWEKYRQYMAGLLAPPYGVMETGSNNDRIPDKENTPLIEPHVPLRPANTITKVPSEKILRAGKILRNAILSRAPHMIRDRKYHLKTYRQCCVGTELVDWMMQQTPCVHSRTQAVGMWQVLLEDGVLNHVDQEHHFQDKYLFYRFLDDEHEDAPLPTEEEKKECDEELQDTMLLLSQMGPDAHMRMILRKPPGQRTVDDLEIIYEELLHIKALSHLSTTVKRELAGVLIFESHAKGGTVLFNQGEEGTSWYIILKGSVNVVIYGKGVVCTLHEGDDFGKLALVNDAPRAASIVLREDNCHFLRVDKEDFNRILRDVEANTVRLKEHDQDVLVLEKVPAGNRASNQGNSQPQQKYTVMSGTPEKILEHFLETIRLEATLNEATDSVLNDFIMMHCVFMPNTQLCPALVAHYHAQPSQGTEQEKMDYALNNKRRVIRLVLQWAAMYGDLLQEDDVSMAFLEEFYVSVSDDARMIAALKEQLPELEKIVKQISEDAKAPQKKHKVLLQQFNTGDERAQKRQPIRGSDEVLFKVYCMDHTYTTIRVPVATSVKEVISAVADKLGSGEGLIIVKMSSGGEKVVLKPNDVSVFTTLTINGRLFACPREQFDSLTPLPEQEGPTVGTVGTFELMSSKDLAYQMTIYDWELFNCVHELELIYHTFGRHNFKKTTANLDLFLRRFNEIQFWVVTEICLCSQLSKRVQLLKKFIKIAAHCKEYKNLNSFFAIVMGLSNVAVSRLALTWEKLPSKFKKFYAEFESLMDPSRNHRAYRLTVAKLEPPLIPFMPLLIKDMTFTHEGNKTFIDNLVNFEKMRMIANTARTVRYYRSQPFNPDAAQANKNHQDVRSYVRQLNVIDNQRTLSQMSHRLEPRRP
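Readout is BODIPY fluorescence (480 nm excitation, 540 nm emission), which falls as labeled GDP is exchanged off Rap1B. EPAC2 at 100 nM acted on 250 nM RAP1B-BODIPY-GDP with 50 uM GDP present.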
IL2 activator = activators of IL-2; 0.065% of 360,000 active; AID 652025; activation, % (series mostly up to about 46 µM); IL-2 activation reporter assay, cell-based qHTS; stimulated with anti-CD3/CD4/CD28 beads; in transgenic mouse T cells; in the data active means activation above about 50%; inconclusive means mostly about 30% to 49%; further: 0% is about no effect
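Readout: EGFP and DsRed signals by fluorescent plate cytometry. Unstimulated transgenic mouse T cells received compound 60 min before antibody-bead stimulation, then incubated 18 h at 37 degrees C.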
A549 viability = counter-screen for Nrf2 inhibitors: cytotoxicity in A549 cells | A549 ARE-Fluc cells, CellTiter-Fluor viability, 18-24 h | Potency, µM (titrated, usually from 46 µM), for the others: at the top dose activity change, negative = cytotoxicity, hits mostly inhibitors | 0.16% of 390,000 active | AID 504648; further: potency means the concentration at half of the fitted maximal effect; on the % scale 0 is the no-effect control and ±100 the full control effect
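A549 ARE_Fluc cells in 5% FBS OPTI-MEM were exposed to compounds in concentration-response for 18-24 h at 37 deg C. Viability was read by CellTiter-Fluor fluorescence (Ex 405/Em 525) after 30 min, before the luciferase read.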
Nrf2 block = blocks Nrf2 signaling | A549 ARE-Fluc reporter, luciferase luminescence, 18-24 h | 2.1% of 360,000 active | Potency, µM (titrated, usually from 46 µM), for inactives: top-dose activity change, negative = inhibition, usual class: inhibitors; further: potency means the concentration at half of the fitted maximal effect; on the % scale 0 is the no-effect control and ±100 the full control effect; nearly all actives have a fitted effect of over 60% in size
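Cells were seeded and rested 2 h, then exposed to compounds for 18-24 h. CellTiter-Fluor was read first as a viability measure. BugLite was added 15 min before the final luminescent read of ARE-luciferase activity in A549 cells.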
S2 tox = viability counter-screen for ATXN expression inhibitors. S2 cells (HEK-293 line with an ATXN2-luciferase reporter) viability, CellTiter-Fluor protease fluorescence, 24 h. 0.49% of 400,000 active. Potency, µM (top dose mostly 56.7 µM), usual class: cytotoxic; further: potency means the concentration at half of the fitted maximal effect; nearly all actives have a fitted effect of over 40% in size
Nrf2 activator = activates Nrf2 signaling; 0.31% of 410,000 active; AREc32 ARE-luciferase reporter (MCF7-derived line), luminescence, 24 h; Potency, µM (doses to about 46.1 µM), for the others: at the highest dose activation, actives largely listed as activators; further: potency means the concentration at half of the fitted maximal effect; % of control where 0% means no effect; nearly all actives have a fitted effect of over 65% in size
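Luminescent ARE reporter assay in AREc32_Fluc cells: overnight plating at 37 deg C, 24 hr compound incubation, Steady-Glo added, 30 min RT before reading.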
ATXN2 expr inh = ATXN2 expression inhibition | HEK-293 ATXN2-luciferase reporter, luminescence, 24 h | Potency, µM (series often up to 57 µM), for the others: at the top dose activity change, negative = inhibition, most hits filed as inhibitors | 0.72% of 360,000 active; further: potency means the concentration at half of the fitted maximal effect; on the % scale 0 is the no-effect control and ±100 the full control effect; nearly all actives have a fitted effect of over 55% in size
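qHTS (up to 57 uM final) was run with 24 h compound exposure of reporter cells at 37 °C. Each well was multiplexed: SteadyGlo luminescence measured ATXN2-luciferase expression after a fluorogenic Gly-Phe-AFC viability readout (25 uM final).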
TGFb SMAD3 inh = inhibitors of TGF-b signaling. AID 588855. HepG2 CAGA-GFP TGF-b/SMAD3 reporter, GFP fluorescence, 18 h; TGF-beta stimulated, 500 pg/mL final. 1.2% of 410,000 active. Potency, µM (top dose mostly 46.1 µM), for the others: at the top dose activity, negative = inhibition, actives largely listed as inhibitors; further: potency means the concentration at half of the fitted maximal effect; on the % scale 0 is the no-effect control and ±100 the full control effect; nearly all actives have a fitted effect of over 65% in size
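First, reporter cells (HEPG2 CAGA-GFP) rested 2 h at 37 degrees C. Next, compounds were pinned in and TGF-beta added to 500 pg/mL final. After 18 h, GFP was imaged per cell and summed per well.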
HepG2 viability = counter-screen for TGF-b inhibitors: cytotoxicity in HepG2 cells; HepG2 CAGA-GFP viability, ATP luminescence, 18 h; Potency, µM (series often up to 46.1 µM), for inactives: at the highest dose activity change, negative = cytotoxicity, usual class: cytotoxic; 0.76% of 410,000 active; AID 588856; further: potency means the concentration at half of the fitted maximal effect; some results filed as inactive show a strong effect at the top dose
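HepG2 CAGA-GFP cells (1000/well, DMEM with 1% FBS) received compound, then TGF-beta at 500 pg/mL final, and were incubated 18 hours at 37 degrees C. Viability was read by CellTiter-Glo luminescence. Media-only wells were set as complete cell-killing and DMSO as no toxicity.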
Starred values were filed as active, the others as inactive; [ ] = dose if it differs, or a comment. Unless noted, the call rests on the fitted dose curve; in most records, active means well fitted curve in the direction sought with a large enough effect; inconclusive means small, poorly fitted or top-dose-only effect, or another doubt; inactive means no such curve, though single readings can be large; an effect the other way counts as inactive or inconclusive. This is a random part of the collection. Share with any hit: about 4.3%.

`CCCN(CCC)CCCNC(=O)c1cc2c(=O)n(C)c3ccccc3c2s1` gave A549 viability 13%, Nrf2 block inconclusive, S2 tox inactive, Nrf2 activator 21%, ATXN2 expr inh -9%, TGFb SMAD3 inh -15% and HepG2 viability -48%.
`CCC(=O)NC(c1cccc([N+](=O)[O-])c1)c1c(OC(C)=O)ccc2ccccc12` (stereo not given) gave EPAC2 agonist 4%, IL2 activator -0.6, A549 viability -8%, Nrf2 block inconclusive, S2 tox inconclusive, Nrf2 activator 0.6%, ATXN2 expr inh -10%, TGFb SMAD3 inh -2% and HepG2 viability -13%.
`Cc1nn(Cc2ccc(Cl)cc2)c(Cl)c1/C=N/NC(=O)c1cccnc1` gave EPAC2 agonist 4%, IL2 activator 0.1, A549 viability 3%, Nrf2 block 12%, S2 tox inactive, Nrf2 activator 5.8%, ATXN2 expr inh -12%, TGFb SMAD3 inh -22% and HepG2 viability -22%.
For CC(C)Nc1ccc(-c2nc(-c3ccccn3)no2)cc1[N+](=O)[O-] the results were A549 viability -6%, Nrf2 block -10%, S2 tox inactive, Nrf2 activator 5.0%, ATXN2 expr inh 32%[activator], TGFb SMAD3 inh -19% and HepG2 viability -14%.
Screening O=C(Nc1ccc(NC(=O)c2cccs2)cc1)c1ccco1 returned EPAC2 agonist 2%, IL2 activator -0.8, A549 viability 3%, Nrf2 block 6%, S2 tox inactive, Nrf2 activator 0.1%, ATXN2 expr inh 22%, TGFb SMAD3 inh -8% and HepG2 viability -19%.
For CCOC(=O)CNC(=O)N1CCCC(CCC(=O)NCc2ccc(F)c(F)c2)C1 (stereo not given) the results were EPAC2 agonist 8%, IL2 activator -2.8, A549 viability -5%, Nrf2 block 8%, S2 tox inactive, Nrf2 activator 0.0%, ATXN2 expr inh 7%, TGFb SMAD3 inh -2% and HepG2 viability 0%.
`COc1ccc(CCNC(=O)CNS(=O)(=O)c2ccc(F)c(Cl)c2)cc1OC` gave EPAC2 agonist 5%, IL2 activator -0.1, A549 viability -2%, Nrf2 block 1%, S2 tox inconclusive, Nrf2 activator -0.8%, ATXN2 expr inh 10%, TGFb SMAD3 inh -2% and HepG2 viability -22%.
CC(=O)Nc1cccc(C(=O)OCN2C(=O)c3ccccc3C2=O)c1 was read as EPAC2 agonist 7%, IL2 activator 0.3, A549 viability -10%, Nrf2 block 4%, S2 tox inactive, Nrf2 activator 1.8%, ATXN2 expr inh 2%, TGFb SMAD3 inh -3% and HepG2 viability -11%.
c1ccc2c(c1)ccc1nnc(SCc3ccc4c(c3)OCCO4)n12 was read as EPAC2 agonist 1%, IL2 activator -2.2, A549 viability 7%, Nrf2 block 1%, S2 tox inactive, Nrf2 activator 1.1%, ATXN2 expr inh 28%, TGFb SMAD3 inh 1% and HepG2 viability -20%.
COc1ccccc1CNC(=O)CSc1ncc(S(=O)(=O)c2ccc(C)c(Cl)c2)c(=O)[nH]1 was read as A549 viability 5%, S2 tox inactive, Nrf2 activator -0.7%, ATXN2 expr inh 13%, TGFb SMAD3 inh 4% and HepG2 viability -5%.
O=C(Nc1ccc(Cl)c(-c2nc3ccccc3[nH]2)c1)c1ccc2c(c1)OCO2 was read as EPAC2 agonist 6%, IL2 activator 0.2, A549 viability inconclusive, Nrf2 block -22%, S2 tox inactive, Nrf2 activator 1.5%, ATXN2 expr inh 7%, TGFb SMAD3 inh -50% and HepG2 viability -13%.
Screening Cc1nn(-c2ccccc2)c(C)c1/C=N/N1CCN(c2ccccc2)CC1 returned EPAC2 agonist 19%, IL2 activator -1.9, A549 viability 7%, Nrf2 block -24%, S2 tox inconclusive, Nrf2 activator -0.6%, ATXN2 expr inh -24%, TGFb SMAD3 inh 7% and HepG2 viability -30%.
`Cc1ccc(/C=N/N=C2/NC(=O)C(CC(=O)Nc3ccccc3)S2)o1` (stereo not given) gave EPAC2 agonist 5%, IL2 activator -1.1, A549 viability 6%, Nrf2 block -8%, S2 tox inactive, Nrf2 activator -0.3%, ATXN2 expr inh 1%, TGFb SMAD3 inh -2% and HepG2 viability -2%.
For CCCCNC(=O)c1nn2cc(Br)cnc2c1Br the results were EPAC2 agonist 16%, IL2 activator -0.6, A549 viability 5%, Nrf2 block 2%, S2 tox inactive, Nrf2 activator 3.1%, ATXN2 expr inh 2%, TGFb SMAD3 inh 2% and HepG2 viability -13%.
For COc1ccc(-c2nc(N)ncc2-c2ccccc2)c(O)c1 the results were EPAC2 agonist 12%, IL2 activator -2.8, A549 viability 12%, Nrf2 block 14%, S2 tox inactive, Nrf2 activator 0.0%, ATXN2 expr inh 5%, TGFb SMAD3 inh -3% and HepG2 viability -20%.
For CCN(C(=S)NC(=O)C1CCCC1)C1CCCCC1 the results were EPAC2 agonist -7%, IL2 activator 2.8, A549 viability 0%, Nrf2 block -2%, S2 tox inactive, Nrf2 activator -0.6%, ATXN2 expr inh -5%, TGFb SMAD3 inh 5% and HepG2 viability -4%.
Screening COc1cccc(CNC(=O)COC(=O)CN2C(=O)NC3(CCCCC3C)C2=O)c1 (stereo not given) returned EPAC2 agonist 5%, IL2 activator -0.3, A549 viability -1%, Nrf2 block 5%, S2 tox inconclusive, Nrf2 activator -0.4%, TGFb SMAD3 inh -6% and HepG2 viability -1%.
COC(C/C=C\[C@H](O)COCc1ccccc1)OC was read as EPAC2 agonist -3%, IL2 activator -2.0, A549 viability -3%, Nrf2 block 8%, S2 tox inactive, Nrf2 activator -0.9%, ATXN2 expr inh 0%, TGFb SMAD3 inh -5% and HepG2 viability 17%.
`O=C(COC(=O)CCc1nc2ccccc2c(=O)[nH]1)Nc1ccc(N2CCOCC2)cc1` gave EPAC2 agonist -3%, IL2 activator 5.2, A549 viability -9%, Nrf2 block 7%, S2 tox inactive, Nrf2 activator -0.1%, ATXN2 expr inh 6%, TGFb SMAD3 inh 14% and HepG2 viability 20%.
For CCOC(=O)CC1(CC(=O)OCC)NC(=O)c2c(C)sc(C(=O)OCC)c2N1 the results were EPAC2 agonist 1%, IL2 activator 0.1, A549 viability -4%, Nrf2 block -2%, S2 tox inactive, Nrf2 activator 4.3%, ATXN2 expr inh 3%, TGFb SMAD3 inh -15% and HepG2 viability -17%.

Overlap with the part before: four compounds; new compounds follow.
Screening COc1cccc(CNC(=O)COC(=O)CN2C(=O)NC3(CCCCC3C)C2=O)c1 (stereo not given) returned EPAC2 agonist 5%, IL2 activator -0.3, A549 viability -1%, Nrf2 block 5%, S2 tox inconclusive, Nrf2 activator -0.4%, TGFb SMAD3 inh -6% and HepG2 viability -1%.
COC(C/C=C\[C@H](O)COCc1ccccc1)OC was read as EPAC2 agonist -3%, IL2 activator -2.0, A549 viability -3%, Nrf2 block 8%, S2 tox inactive, Nrf2 activator -0.9%, ATXN2 expr inh 0%, TGFb SMAD3 inh -5% and HepG2 viability 17%.
`O=C(COC(=O)CCc1nc2ccccc2c(=O)[nH]1)Nc1ccc(N2CCOCC2)cc1` gave EPAC2 agonist -3%, IL2 activator 5.2, A549 viability -9%, Nrf2 block 7%, S2 tox inactive, Nrf2 activator -0.1%, ATXN2 expr inh 6%, TGFb SMAD3 inh 14% and HepG2 viability 20%.
For CCOC(=O)CC1(CC(=O)OCC)NC(=O)c2c(C)sc(C(=O)OCC)c2N1 the results were EPAC2 agonist 1%, IL2 activator 0.1, A549 viability -4%, Nrf2 block -2%, S2 tox inactive, Nrf2 activator 4.3%, ATXN2 expr inh 3%, TGFb SMAD3 inh -15% and HepG2 viability -17%.
For Cc1cc(C)cc(-n2cc[nH]c2=S)c1 the results were EPAC2 agonist 8%, IL2 activator -1.7, A549 viability -1%, Nrf2 block 7%, S2 tox inactive, Nrf2 activator 3.7%, ATXN2 expr inh 3%, TGFb SMAD3 inh -4% and HepG2 viability 2%.
`Fc1ccc(-c2ccc(Nc3cccc(F)c3)nn2)cc1` gave EPAC2 agonist -4%, IL2 activator 1.7, A549 viability -2%, Nrf2 block 1%, S2 tox inactive, Nrf2 activator 0.4%, ATXN2 expr inh 14%[11.3 µM], TGFb SMAD3 inh 3% and HepG2 viability -4%.
`CC[C@]12c3[nH]c4ccc(Cl)cc4c3CCN1C(=O)[C@@H](CC(=O)NC(C)(C)C)C[C@@H]2C(=O)N1CCN(C(=O)c2ccco2)CC1` gave EPAC2 agonist 4%, IL2 activator -0.2, A549 viability 0%, Nrf2 block -7%, S2 tox inactive, Nrf2 activator 4.0%, ATXN2 expr inh 1%, TGFb SMAD3 inh inconclusive and HepG2 viability -4%.
Screening N#C/C(=C\c1ccc(F)cc1)c1nc(-c2ccco2)cs1 returned EPAC2 agonist -13%, IL2 activator 4.1, A549 viability 2%, Nrf2 block inconclusive, S2 tox inactive, Nrf2 activator inconclusive, ATXN2 expr inh 42%[activator], TGFb SMAD3 inh 5% and HepG2 viability -4%.
`CCCCN1CCCc2cc(CN(CCCN3CCOCC3)C(=O)Nc3ccc(OCC)cc3)ccc21` gave A549 viability inconclusive, S2 tox inactive, Nrf2 activator -0.8%, ATXN2 expr inh -16%, TGFb SMAD3 inh -11% and HepG2 viability -17%.
Screening COCCN(CCNC(=O)c1ccc(NC2=NC3CS(=O)(=O)CC3S2)cc1)Cc1ccco1 (stereo not given) returned EPAC2 agonist 4%, IL2 activator -2.1, A549 viability 2%, Nrf2 block 10%, S2 tox inconclusive, Nrf2 activator 1.6%, ATXN2 expr inh -4%, TGFb SMAD3 inh -3% and HepG2 viability 4%.
Screening Cn1nc(-c2ccc(OCC(N)=O)cc2)c2ccccc2c1=O returned EPAC2 agonist 11%, IL2 activator -1.5, A549 viability -5%, Nrf2 block inconclusive, Nrf2 activator 2.4%, TGFb SMAD3 inh -12% and HepG2 viability 2%.
